EPAC1 ag: qHTS for Agonist of cAMP-regulated guanine nucleotide exchange factor 3 (EPAC1): primary screen; AID 720707, 2013; Potency, µM (series often up to 154 µM), without a hit: at the top dose activation, actives largely listed as activators; Rap guanine nucleotide exchange factor 3 (Homo sapiens), O95398; hit rate 0.073% among 360,000; EPAC1 agonist qHTS, biochemical assay; response scale: 100% = response to 6.5 mM cAMP; also: potency is read from the fitted curve at half-maximal effect; nearly all actives have a fitted effect of over 60% in size
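Nucleotide exchange by EPAC1 (100 nM) on Rap1B–BODIPY-GDP (250 nM) in the presence of 50 uM GDP is tracked fluorescently at 480/540 nm over 30 min. Signals are normalized to a 6.5 mM cAMP control.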
WRN inhibitor: qHTS for Inhibitors of WRN Helicase. Bifunctional 3'-5' exonuclease/ATP-dependent helicase WRN (Homo sapiens), Q14191. WRN helicase unwinding, fluorescent forked duplex, kinetic. Potency, µM (top dose mostly 114 µM), for the others: at the highest dose activity change, negative = inhibition, most hits filed as inhibitors. hit rate 0.46% among 360,000; also: potency is read from the fitted curve at half-maximal effect; % is scaled to controls: 0 for no effect and ±100 for the full control effect; nearly all actives have a fitted effect of over 55% in size
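Fluorescence dequenching readout, ex 525 nm/em 598 nm, kinetic mode: forked duplex DNA (100 nM final) with adjacent fluorophore and quencher unwound by WRN (20 nM final) with 2 mM ATP. Compound preincubation 15 min, room temperature.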
IL2 activator: qHTS of IL-2 Activators | hit rate 0.065% among 360,000 | activation, % (series mostly up to about 46 µM) | IL-2 activation reporter assay, cell-based qHTS; stimulated with anti-CD3/CD4/CD28 beads; in transgenic mouse T cells; in the data active = activation above about 50%; inconclusive = mostly about 30% to 49%; also: 0% is about no effect
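Screening format: compound pinned onto unstimulated transgenic mouse T cells, 60 min incubation, then anti-CD3/anti-CD4/anti-CD28 bead stimulation for 18 hours at 37 degrees C, followed by EGFP and DsRed detection.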
PLK1 PBD block: qHTS for Inhibitors of PLK1-PDB (polo-like kinase 1 - polo-box domain): Primary Screen; Potency, µM, for inactives: max response, negative = inhibition, actives largely listed as inhibitors; Plk1 PBD binding of FITC phosphopeptide, fluorescence polarization; Serine/threonine-protein kinase PLK1 (Homo sapiens), P53350; hit rate 2.8% among 360,000; also: potency is read from the fitted curve at half-maximal effect; series mostly up to about 57 µM; % is scaled to controls: 0 for no effect and ±100 for the full control effect; nearly all actives have a fitted effect of over 65% in size
Target sequence (P53350 whole entry, looked up, the tested form may be a part): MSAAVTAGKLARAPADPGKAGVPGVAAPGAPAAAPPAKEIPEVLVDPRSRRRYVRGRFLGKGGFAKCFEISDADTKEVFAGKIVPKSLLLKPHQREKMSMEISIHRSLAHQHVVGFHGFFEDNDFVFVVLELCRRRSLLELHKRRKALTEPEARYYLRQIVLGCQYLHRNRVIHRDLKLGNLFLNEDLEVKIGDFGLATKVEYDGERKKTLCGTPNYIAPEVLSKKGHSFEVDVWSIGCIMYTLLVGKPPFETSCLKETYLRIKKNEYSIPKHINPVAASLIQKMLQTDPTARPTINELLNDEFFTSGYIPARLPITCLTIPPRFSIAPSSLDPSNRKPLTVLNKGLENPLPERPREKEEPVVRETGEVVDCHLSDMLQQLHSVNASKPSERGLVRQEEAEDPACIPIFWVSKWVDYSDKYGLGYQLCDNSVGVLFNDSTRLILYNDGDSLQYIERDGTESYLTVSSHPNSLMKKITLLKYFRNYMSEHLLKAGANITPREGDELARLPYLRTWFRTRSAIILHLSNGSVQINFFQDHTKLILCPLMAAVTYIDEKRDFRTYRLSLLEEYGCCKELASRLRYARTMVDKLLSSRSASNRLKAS
Abeta rescue: qHTS for compounds that reverse cellular toxicity of Amyloid beta (A-beta) peptide in yeast: Primary Screen; yeast expressing A-beta42, growth rescue, OD600, 48 h; response scale: 0% DMSO, 100% iron-clioquinol control; Potency, µM (titrated, usually from 46.1 µM), for inactives: at the top dose growth rescue, actives largely listed as activators; hit rate 0.063% among 410,000; also: potency is read from the fitted curve at half-maximal effect; nearly all actives have a fitted effect of over 55% in size
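Growth rescue measured by 600 nm absorbance after 48 h yeast culture at 30 C with compound. Values normalized between DMSO and an equimolar ferric chloride plus clioquinol control.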
FUS yeast rescue: qHTS for Suppressors of FUS Proteinopathy: Primary screen using FUS-linked yeast assay; hit rate 0.24% among 390,000; Potency, µM (highest dose often 76.6 µM), for the others: at the top dose growth rescue (activation), most hits filed as activators; S. cerevisiae FUS-expressing, growth rescue, OD600, 24 h;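 also: potency is read from the fitted curve at half-maximal effect; plate controls were DMSO vehicle for no effect and reference control for full effect; nearly all actives have a fitted effect of over 55% in size; some results filed as inactive show a strong effect at the top dose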
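Toxicity suppression screen in FUS-yeast. Cells induced with 2% galactose, starting OD 0.005, treated 24hr at 30C with compounds at multiple final concentrations; growth by OD600.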
PI5P4K alpha inh: qHTS for Inhibitors of phosphatidylinositol 5-phosphate 4-kinase (PI5P4K) | Phosphatidylinositol 5-phosphate 4-kinase type-2 alpha (Homo sapiens), P48426 | PI5P4Kalpha enzyme, ADP-Glo luminescence, 60 min; active compounds read low | max response, % | hit rate 1.2% among 330,000; active = max response of -50% or lower; inconclusive = between -30% and -50%; inactive = -30% or higher; also: value at the top dose of about 77 µM; % is scaled to controls: 0 for no effect and ±100 for the full control effect
Target sequence (P48426 whole entry, looked up): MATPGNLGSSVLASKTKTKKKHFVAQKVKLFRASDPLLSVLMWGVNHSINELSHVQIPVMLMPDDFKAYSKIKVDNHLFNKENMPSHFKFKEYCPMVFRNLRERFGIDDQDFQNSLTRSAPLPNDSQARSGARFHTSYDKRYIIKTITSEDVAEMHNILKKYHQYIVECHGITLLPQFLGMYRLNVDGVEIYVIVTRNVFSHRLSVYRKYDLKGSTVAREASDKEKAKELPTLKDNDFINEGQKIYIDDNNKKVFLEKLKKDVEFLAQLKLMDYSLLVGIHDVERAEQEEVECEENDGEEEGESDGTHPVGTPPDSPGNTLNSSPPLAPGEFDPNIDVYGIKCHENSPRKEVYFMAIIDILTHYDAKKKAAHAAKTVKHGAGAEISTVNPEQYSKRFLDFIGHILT
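Controls without substrate or without enzyme flank wells where PI5P4Kalpha converts substrate using 5 microM ATP (final). Incubation lasts 60 minutes at room temperature; ADP formed is read by ADP-Glo luminescence.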
EPAC1 antagonist: qHTS for Antagonist of cAMP-regulated guanine nucleotide exchange factor 3 (EPAC1): primary screen | Rap guanine nucleotide exchange factor 3 (Homo sapiens), O95398 | AID 720709, 2013 | EPAC1 GEF assay, Rap1b-BODIPY-GDP exchange fluorescence | Potency, µM (top dose mostly 115 µM), for inactives: top-dose activity change, negative = inhibition, hits mostly inhibitors | hit rate 0.14% among 360,000;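 also: potency is read from the fitted curve at half-maximal effect; plate controls were vehicle for no effect and positive control for full effect; nearly all actives have a fitted effect of over 50% in size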
An asterisk follows results filed as active; ? = inconclusive; . = no result given; & = joins results of further samples; [ ] = another dose, or the depositor's remark. Unless noted, calls follow the shape of the dose curve; as a rule, active = well fitted curve in the direction sought with a large enough effect; inconclusive = small, poorly fitted or top-dose-only effect, or another doubt; inactive = no such curve, though single readings can be large; an effect the other way counts as inactive or inconclusive. Compounds were not picked by outcome; overall some 4.1% were active at least once.

Below each compound: EPAC1 ag, WRN inhibitor, IL2 activator, PLK1 PBD block, Abeta rescue, FUS yeast rescue, PI5P4K alpha inh, EPAC1 antagonist
1. CCOc1cccc(-c2cc(-c3n[nH]c(=S)n3CC)c3ccccc3n2)c1
    30%, -15%, -0.4, -20%, 21%, 45%, ., -8%
2. COc1cc(CNCCSc2nnnn2C)cc(Br)c1OCc1ccccc1F
    5%, 5%, 0.1, -13%, -15%, 13%, 7, -14%
3. O=C(O)[C@H]1CCCC[C@H]1C(=O)NCCc1ccccc1
    6%, 1%, -0.4, 3%, 3%, 30%, ., -7%
4. COc1ccc(C)cc1N(CC(N)=O)S(=O)(=O)c1ccc(C)cc1
    10%, 4%, -0.4, -4%, 0%, 22%, ., -7%
5. COC(=O)[C@]1(Cc2ccccc2)N[C@H](CN(C)S(=O)(=O)c2ccc(OC(F)(F)F)cc2)[C@@H]2C(=O)N(C)C(=O)[C@@H]21
    -32%[inhibitor], -4%, 0.1, -11%, 4%, ?, -7, -18%
6. COc1ccc(S(=O)(=O)N(C)C[C@H]2Oc3ccc(NC(=O)Nc4c(C)noc4C)cc3C(=O)N([C@H](C)CO)C[C@@H]2C)cc1
    -4%, 0%, 0.4, -7%, -8%, 30%, -1, -9%
7. COc1cc(NC(=O)c2ccc3snnc3c2)cc(OC)c1
    4%, -11%, -0.5, -2%, 28%, 12%, 1, 26%
8. O=C(Nc1cccc([N+](=O)[O-])c1)N1CCCCCC1
    5%, 6%, -4.4, -21%, 0%, 6%, 4, -16%
9. COc1cccc(-c2cc3nc(Nc4ccc(OC)c(OC)c4)n(C)c(=O)c3s2)c1
    5%, -13%, -0.5, 0%, -10%, 39%, 5, -9%
10. Cc1cc(C)c(C#N)c(SCC(=O)CC(=O)OC(C)C)n1
    8%, -4%, -0.2, -14%, 8%, 35%, -5, 4%
11. COc1ccc2nc(NC(=O)C3CCN(S(=O)(=O)c4cccc5nsnc45)CC3)sc2c1
    12%, -23%, -2.6, -3%, 21%, 28%, 4, 14%
12. CCOC(=O)C1=NOC2(C1)C(=O)Nc1ccc(OC(F)(F)F)cc12 (stereo not drawn)
    -9%, 5%, -0.6, 3%, -3%, 22%, -1, -5%
13. COc1ccccc1-c1cn(C(C)(C)C)nc1C
    -1%, -1%, -1.7, -7%, 24%, -2%, 1, -3%
14. Cc1nn(C)c(=O)n1N(C)c1ncc(C(F)(F)F)cc1Cl
    4%, 4%, -2.0, 2%, -15%, -15%, -1, 11%
15. CC12CCC3c4cc(CN5CCOCC5)c(O)cc4CCC3C1CCC2=O (stereo not drawn)
    11%, -20%, -0.7, -4%, -8%, -19%, 0, 1%
16. CCN(Cc1ccccc1)C(c1cccc(C#N)c1)c1nnnn1C(C)(C)C (stereo not drawn)
    7%, -3%, -3.4, -2%, -9%, 12%, ., -1%
17. Cc1cc(-c2nc3ccccc3s2)ccc1N
    10%, -4%, -0.2, 5%, -62%[inhibitor], ., -3, -6%
18. CC(C)NC(=O)C1CCN(C2CCN(C(=O)c3cc4c(s3)CCCCC4)CC2)CC1
    -7%, 0%, -0.3, -3%, 7%, 31%, -3, 5%
19. Cc1ccc(N(CC(=O)Nc2ccc(S(=O)(=O)N3CCOCC3)cc2)S(C)(=O)=O)cc1C
    3%, -4%, -2.2, -10%, -1%, 33%, ., -11%
20. C=CCn1c(-c2oc3nc(-c4ccccc4)cc(-c4ccccc4)c3c2N)n[nH]c1=S
    4%, -23%, -3.3, 10%, 10%, ., ?, -9%
21. COC(=O)c1ccc(OC(=O)CCS(=O)(=O)c2ccc(C)cc2)cc1
    -7%, -8%, -0.6, -19%, 4%, -3%, 4, 7%
22. O=C(CCCNC(=O)c1ccc(Cl)cc1)Nc1ncccc1O
    1%, 2%, 0.0, -13%, 7%, 7%, -2, -1%
23. O=C(NCC1(c2ccccc2)CCOCC1)c1cccs1
    11%, 2%, 1.7, -19%, -14%, 11%, 7, -29%
24. Cc1ccc(NC(=O)CNc2ccc(OC(C)C)cc2)c(C)c1
    1%, -5%, -1.3, -13%, -19%, ?, 1, 1%
25. CCCCN(C)C(=O)CCC(=O)Nc1ccc2nc(N3CCOCC3)cc(C)c2c1
    7%, -9%, 1.5, -8%, -14%, 19%, ., -9%
26. COc1ccc(C(=O)OCCN2C(=O)c3ccccc3C2=O)cc1OC
    5%, -4%, -4.8, -6%, 12%, 10%, 0, -25%
27. COC(=O)c1c(NC(=O)COc2ccc(Cl)cc2Cl)sc2c1CC(C)(C)NC2(C)C
    4%, -5%, -4.1, -3%, 1%, 30%, 0, -1%
28. CCOC(=O)c1nc(Nc2ccc(C)cc2)c2ccccc2n1
    0%, 1%, 0.4, -6%, -20%, 41%, -5, 3%
29. Nc1ccc(C(=O)N/N=C/c2ccccc2)cc1
    -4%, -5%, -1.8, -5%, 15%, 13%, 1, -3%
30. O=C(Cn1c2ccc(F)cc2c2nc3n(c(=O)c21)CCS3)Nc1ccc(Cl)cc1F
    1%, -5%, 0.2, -18%, 33%, 24%, 2, 0%
31. CCCn1nc(C(=O)N2CCc3ccccc32)c2ccccc2c1=O
    6%, 6%, -0.5, 2%, 3%, 14%, -3, 12%
32. COC(=O)C(CCSC)NC(=O)C12CC3CC(CC(C3)C1)C2 (stereo not drawn)
    5%, 1%, -2.4, -12%, -6%, -5%, ., 4%
33. CC(O)[C@H]1CNC(=O)C(=O)N1CCCCC1CCCCC1 (stereo partly drawn)
    1%, 4%, 0.2, -5%, 1%, -3%, 0, -7%
34. Cc1ccc(S(=O)(=O)Nc2nc3ccccc3nc2NCC2CCCO2)c(C)c1 (stereo not drawn)
    -13%, 0%, -1.7, 2%, 3%, 19%, 11, 20%
35. O=C(Nc1ccc(Cl)c(Cl)c1)Nc1nc(-c2ccccc2)cs1
    -1%, -5%, -0.4, -7%, 4%, ., -3, 0%
36. COc1ccc(C(C)=O)cc1CSc1nnc(Nc2ccc(C)cc2C)s1
    17%, ?, -3.7, -13%, 9%, 51%, -3, -26%
37. COc1ccc2c(c1)c(C(=O)CN1CCN(c3ccccc3)CC1)c(C)n2C
    8%, -17%, -0.8, -5%, -3%, 5%, 7, 11%
38. CCOC(=O)N1CCN(CC(=O)Nc2c(C(=O)OC)[nH]c3cccc(Cl)c23)CC1
    8%, 1%, -2.7, 2%, 15%, 7%, ., -8%
39. NS(=O)(=O)c1ccc(N=Nc2ccc(=O)[nH]c2O)cc1
    -1%, 50µM*, -4.6, 27µM*, -9%, 2%, -80*, ?
40. COc1ccc(NC(=O)C2(c3ccc(NC(=O)c4ccc(OC(C)=O)cc4)cc3)CCCC2)cc1
    0%, 9%, -2.6, -11%, 2%, 19%, ., -2%
41. COc1cc(NS(=O)(=O)c2ccc(Br)s2)cc(OC)c1
    12%, -11%, -2.4, -9%, 21%, 35%, ., -15%
42. O=C(COc1cccc(OC(F)F)c1)Nc1ccc(SC(F)F)cc1
    13%, -10%, 1.6, -9%, -6%, -13%, 2, -3%
43. COc1cc(C(=O)Nc2cccc(-c3nc4ncccc4o3)c2C)cc(OC)c1OC
    -1%, -5%, 8.4, -4%, -2%, -2%, 2, -13%
44. CCn1cc(/C=C(\NC(=O)c2ccccc2OC)C(=O)N2CCN(C)CC2)c2ccccc21
    -10%, 6%[57.1 µM], 2.6, -7%, 14%, -1%, 1, -7%
45. Cc1cc(=O)oc2cc(Oc3ccc(C(N)=O)cc3[N+](=O)[O-])ccc12
    -9%, ?, 0.0, -6%, 0%, 24%, -14, -16%
46. CCCC(=O)NC(=S)Nc1cccc(Cl)c1N1CCCCC1
    28%, -14%, -1.5, ?, 14%, -4%, ., 0%
47. O=C(O)CSc1cccc2cccnc12
    -11%&-1%, -1%&4%, -2.4&-0.8, -21%&-13%, -7%&-1%, 12%&1%, -4&0, -15%&-4%
48. S=c1[nH]nc(CCCc2n[nH]c(=S)o2)o1
    -1%, -12%, 1.2, 21µM*, 22%, -2%, ?, 11%
49. COc1ccc(NC(=O)CC2C(=O)N(C)C(=S)N2CCc2ccc(F)cc2)cc1 (stereo not drawn)
    7%, -21%, -0.7, -7%, 18%, 10%, -1, -20%
50. C/C(=N\NC(=O)Cn1nc(C)c([N+](=O)[O-])c1C)c1ccc(O)cc1
    2%, 0%, 0.2, -16%, -13%, ., -7, 6%
51. CC(C)C1=NOC(C(=O)N2CCC(N3CCC(C(=O)N4CCOCC4)CC3)CC2)C1 (stereo not drawn)
    7%, 3%, -3.7, 2%, 2%, -14%, 0, 9%
52. O=C1CSC(c2cccnc2)N1Cc1cccnc1 (stereo not drawn)
    0%, 0%, 0.7, ?, 11%, -3%, 1, -3%
53. CCN(CC)CCCOC(=O)C(c1ccccc1)c1ccccc1
    -3%, -2%, 0.0, -6%, -5%, -9%, 5, -1%
54. O/N=C/c1cn(-c2ccccc2)nc1-c1cccnc1
    0%, -14%, 0.2, -5%, -5%, 13%, 8, -6%
55. CC(=O)C1=CN(CC2CCCCC2)CCC1=O
    -16%, 5%, 1.3, -15%, -3%, -29%, -1, 4%
56. CCC(NC(=O)c1ccccc1NC(=O)c1ccccc1)C(=O)NNC(=O)CSc1nc2ccccc2o1 (stereo not drawn)
    15%, -17%, -1.2, -20%, 7%, 37%, 0, -8%

Screening results (PubChem)
